PI5P4K alpha inh – qHTS for Inhibitors of phosphatidylinositol 5-phosphate 4-kinase (PI5P4K); Phosphatidylinositol 5-phosphate 4-kinase type-2 alpha (Homo sapiens), P48426; 330,000 tested, 1.2% active; PI5P4Kalpha enzyme, ADP-Glo luminescence, 60 min; hits give low values; max response, %; active means max response of -50% or lower; inconclusive means between -30% and -50%; inactive means -30% or higher; further: value at the top dose of about 77 µM; on the % scale 0 is the no-effect control and ±100 the full control effect
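qHTS, 1536-well: enzyme/substrate mix, compound by pin tool, 5 microM ATP final; RT 60 min; ADP-Glo reagents 1 (45 min) then 2 (30 min); luminescence.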
IL-2 act – qHTS of IL-2 Activators. IL-2 activation reporter assay, cell-based qHTS; stimulated with anti-CD3/CD4/CD28 beads; in transgenic mouse T cells. 360,000 tested, 0.065% active. activation, % (series mostly up to about 46 µM). AID 652025, 2013; in the data active means activation above about 50%; inconclusive means mostly about 30% to 49%; further: 0% is about no effect
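Readout: EGFP and DsRed signals by fluorescent plate cytometry. Unstimulated transgenic mouse T cells received compound 60 min before antibody-bead stimulation, then incubated 18 h at 37 degrees C.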
FUS suppressor – qHTS for Suppressors of FUS Proteinopathy: Primary screen using FUS-linked yeast assay | Potency, µM (doses to about 76.6 µM), for inactives: at the top dose growth rescue (activation), usual class: activators | 390,000 tested, 0.24% active | S. cerevisiae FUS-expressing, growth rescue, OD600, 24 h;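 further: potency means the concentration at half of the fitted maximal effect; plate controls were DMSO vehicle for no effect and reference control for full effect; nearly all actives have a fitted effect of over 55% in size; some results filed as inactive show a strong effect at the top dose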
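FUS-expressing yeast, raffinose-pregrown, induced in 2% galactose minimal medium at OD 0.005; compounds in a dilution series, 24hr at 30C. Growth restoration read as absorbance at 600 nm. CP55940 positive control, DMSO negative.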
PLK1 PBD inh – qHTS for Inhibitors of PLK1-PDB (polo-like kinase 1 - polo-box domain): Primary Screen; Serine/threonine-protein kinase PLK1 (Homo sapiens), P53350; Plk1 PBD binding of FITC phosphopeptide, fluorescence polarization; 360,000 tested, 2.8% active; Potency, µM, for the others: max response, negative = inhibition, usual class: inhibitors; further: potency means the concentration at half of the fitted maximal effect; series mostly up to about 57 µM; on the % scale 0 is the no-effect control and ±100 the full control effect; nearly all actives have a fitted effect of over 65% in size
EPAC1 ag – qHTS for Agonist of cAMP-regulated guanine nucleotide exchange factor 3 (EPAC1): primary screen; AID 720707, 2013; 360,000 tested, 0.073% active; Potency, µM (highest dose often 154 µM), inactives show top-dose activation, usual class: activators; EPAC1 agonist qHTS, biochemical assay; response scale: 100% = response to 6.5 mM cAMP; further: potency means the concentration at half of the fitted maximal effect; nearly all actives have a fitted effect of over 60% in size
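Fluorescent GDP-exchange assay: 100 nM EPAC1 with 250 nM Rap1B preloaded with BODIPY-GDP and 50 uM GDP; compounds tested as concentration series, 5 min at room temperature, then read every 5 min for 30 min (ex 480/em 540 nm); normalized to 6.5 mM cAMP.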
WRN inhibitor – qHTS for Inhibitors of WRN Helicase | 360,000 tested, 0.46% active | Potency, µM (highest dose often 114 µM), inactives show at the highest dose activity change, negative = inhibition, hits mostly inhibitors | Bifunctional 3'-5' exonuclease/ATP-dependent helicase WRN (Homo sapiens), Q14191 | WRN helicase unwinding, fluorescent forked duplex, kinetic; further: potency means the concentration at half of the fitted maximal effect; on the % scale 0 is the no-effect control and ±100 the full control effect; nearly all actives have a fitted effect of over 55% in size
Target sequence (Q14191 whole entry, looked up): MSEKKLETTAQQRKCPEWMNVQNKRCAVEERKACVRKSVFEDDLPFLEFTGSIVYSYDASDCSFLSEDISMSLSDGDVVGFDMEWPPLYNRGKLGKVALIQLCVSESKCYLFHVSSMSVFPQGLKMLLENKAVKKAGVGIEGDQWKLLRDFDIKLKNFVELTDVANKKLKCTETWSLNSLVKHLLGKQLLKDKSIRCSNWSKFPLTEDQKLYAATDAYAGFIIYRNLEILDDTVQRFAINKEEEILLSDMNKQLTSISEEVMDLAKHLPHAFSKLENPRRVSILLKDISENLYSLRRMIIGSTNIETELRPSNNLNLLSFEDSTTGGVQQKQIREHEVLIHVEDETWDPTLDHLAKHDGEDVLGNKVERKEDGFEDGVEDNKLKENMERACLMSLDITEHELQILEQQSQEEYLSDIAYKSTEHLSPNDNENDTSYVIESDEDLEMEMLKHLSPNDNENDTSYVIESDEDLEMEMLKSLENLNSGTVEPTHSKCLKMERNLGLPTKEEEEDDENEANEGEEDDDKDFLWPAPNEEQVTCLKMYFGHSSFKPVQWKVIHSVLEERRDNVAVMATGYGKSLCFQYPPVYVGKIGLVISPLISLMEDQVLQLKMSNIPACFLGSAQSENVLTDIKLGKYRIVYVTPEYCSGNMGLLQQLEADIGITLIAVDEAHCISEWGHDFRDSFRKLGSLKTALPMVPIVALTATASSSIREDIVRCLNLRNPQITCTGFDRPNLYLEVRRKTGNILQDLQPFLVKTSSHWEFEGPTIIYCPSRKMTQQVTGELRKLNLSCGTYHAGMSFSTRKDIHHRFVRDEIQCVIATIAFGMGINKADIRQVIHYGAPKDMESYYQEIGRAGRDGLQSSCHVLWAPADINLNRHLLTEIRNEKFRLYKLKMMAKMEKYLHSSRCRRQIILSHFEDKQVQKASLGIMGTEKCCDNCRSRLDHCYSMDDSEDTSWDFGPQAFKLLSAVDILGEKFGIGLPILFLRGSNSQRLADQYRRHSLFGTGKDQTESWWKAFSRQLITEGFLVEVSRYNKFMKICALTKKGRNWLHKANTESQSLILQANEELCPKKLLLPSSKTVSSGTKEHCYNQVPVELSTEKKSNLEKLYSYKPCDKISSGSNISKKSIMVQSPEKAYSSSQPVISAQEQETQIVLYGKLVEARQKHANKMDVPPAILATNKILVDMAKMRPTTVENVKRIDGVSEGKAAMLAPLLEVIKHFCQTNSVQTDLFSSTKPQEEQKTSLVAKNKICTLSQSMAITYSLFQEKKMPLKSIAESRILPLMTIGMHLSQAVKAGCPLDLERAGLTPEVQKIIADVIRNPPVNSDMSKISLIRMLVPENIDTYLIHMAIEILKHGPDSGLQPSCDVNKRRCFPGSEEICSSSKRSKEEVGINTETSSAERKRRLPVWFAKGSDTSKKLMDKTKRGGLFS
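Screening of the MLSMR collection measured strand separation of a quenched forked DNA duplex (100 nM) by 20 nM WRN with 2 mM ATP, all final. Compounds were preincubated with enzyme 15 min at room temperature.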
EPAC1 antagonist – qHTS for Antagonist of cAMP-regulated guanine nucleotide exchange factor 3 (EPAC1): primary screen; EPAC1 GEF assay, Rap1b-BODIPY-GDP exchange fluorescence; AID 720709, 2013; 360,000 tested, 0.14% active; Potency, µM (series often up to 115 µM), for inactives: top-dose activity change, negative = inhibition, hits mostly inhibitors;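 further: potency means the concentration at half of the fitted maximal effect; plate controls were vehicle for no effect and positive control for full effect; nearly all actives have a fitted effect of over 50% in size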
Abeta yeast res – qHTS for compounds that reverse cellular toxicity of Amyloid beta (A-beta) peptide in yeast: Primary Screen | yeast expressing A-beta42, growth rescue, OD600, 48 h; response scale: 0% DMSO, 100% iron-clioquinol control | Potency, µM (series often up to 46.1 µM), without a hit: top-dose growth rescue, most hits filed as activators | 410,000 tested, 0.063% active; further: potency means the concentration at half of the fitted maximal effect; nearly all actives have a fitted effect of over 55% in size
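Growth rescue measured by 600 nm absorbance after 48 h yeast culture at 30 C with compound. Values normalized between DMSO and an equimolar ferric chloride plus clioquinol control.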
* marks the source's active call; other numbers are inactive results; ? = inconclusive; / = no result given; & = joins results of further samples; [ ] = dose if it differs, or a comment. Unless noted, the call rests on the fitted dose curve; in most records, active means well fitted curve in the direction sought with a large enough effect; inconclusive means small, poorly fitted or top-dose-only effect, or another doubt; inactive means no such curve, though single readings can be large; an effect the other way counts as inactive or inconclusive.

SMILES	PI5P4K alpha inh	IL-2 act	FUS suppressor	PLK1 PBD inh	EPAC1 ag	WRN inhibitor	EPAC1 antagonist	Abeta yeast res
O=C(CCS(=O)(=O)c1ccccc1)Nc1cccc(-c2nc3ccccc3s2)c1	1	-3.2	11%	1%	7%	4%	-22%	-1%
CC(C)C(NS(=O)(=O)c1cccc2nsnc12)C(=O)NCc1ccc2c(c1)OCO2 (stereo not given)	-5	-2.4	-8%	-7%	1%	4%	-14%	15%
Cc1ccc(N(C)S(=O)(=O)c2ccc(C)cc2)cc1	/	-0.4	16%	-4%	13%	-2%	-6%	13%
C[N+]1(CCCCSc2ccc(O)cc2)CCCCC1	9	-3.5	-10%	-3%	-5%	4%	13%	-6%
Fc1cccc(Cc2noc(CN3CCCCC3c3ccccn3)n2)c1 (stereo not given)	-5	1.5	13%	?	5%	-3%	2%	24%
Cc1cccc2cc3c(nc12)-c1ccccc1C3=O	18	-1.7	-40%	8%	-12%	1%	1%	-9%
NNC(=O)c1cc2sccc2s1	2	0.1	13%	4%	1%	-12%	-28%	6%
Cc1cccc(C)c1NC(=O)CNCC(=O)N(C)C	-8	0.0	-8%	2%	7%	-2%	12%	-2%
CCN(Cc1ccncc1)C(=O)c1cc(COc2ccc(F)cc2F)on1	-3	-5.1	0%	-19%	-2%	-4%	16%	6%
O=C(CCl)NC(=O)NC12CC3CC(CC(C3)C1)C2	-3	-0.7	/	-15%	-8%	-4%	-8%	-23%
Cc1ccc(C2=NOC(C)(c3sc(-c4ccc(Cl)cc4)nc3C)C2)cc1 (stereo not given)	21	0.1	-3%	-1%	-26%	-2%	-2%	0%
Cc1ccccc1NC(=O)C(C)OC(=O)c1ccccc1C(=O)N(C)c1ccccc1 (stereo not given)	1	-0.5	11%	-3%	-10%	5%	14%	0%
O=C(N/N=C/c1ccccn1)c1ccc(NC(=O)c2cccc([N+](=O)[O-])c2)cc1	2	-0.7	24%	-16%	0%	5%[57.1 µM]	-11%	-7%
COC(=O)c1ccc(CN2C(=O)NC3(CCC(C)CC3)C2=O)cc1 (stereo not given)	-4	-3.2	6%	-22%	1%	7%	-1%	-7%
COc1ccc(-c2ocnc2C(=O)N2CCN(C(c3ccccc3)c3ccccc3)CC2)cc1	2	-3.4	?	-3%	5%	-10%	-6%	-9%
Oc1c(Br)cc(Br)cc1CNc1ccc(F)cc1	9	-2.5	-16%	-3%	9%	-18%	-7%	-76%[inhibitor]
Cc1ccc(-c2ccccc2NC(=O)CCl)o1	6	0.1	5%	-9%	10%	4%	0%	-19%
O=C(CN1CCCCC1)NNc1nc(-c2ccccc2)c2cc(Br)ccc2n1	-4	9.7	6%	-14%	-4%	-1%	1%	3%
Cc1nc(=S)c2c([nH]1)-c1ccccc1CC21CCCCC1	3	3.4	-12%	-9%	-1%	-2%	6%	15%
CC1(C(=O)NC2CCCC2)CCC(=O)N1CCc1c[nH]c2ccccc12 (stereo not given)	0	0.0	-7%	-12%	5%	-8%	-20%	-16%
CCOC(=O)c1c(NC(=O)CS(=O)(=O)c2cn(CC)c3ccccc23)sc2c1CCCCC2	8	-3.9	-5%	-3%	-1%	-5%	-27%	-6%
CCc1ccc([C@H]2C(C(=O)O)=C[C@@H](CC)N2S(=O)(=O)c2ccc(C)cc2)cc1	1	-0.2	7%	-15%	-8%	5%	5%	-17%
CCOC(=O)Cn1c(=O)oc2cc(S(=O)(=O)N(CCN(C)C)Cc3ccccc3)ccc21	/	-2.4	20%	-5%	4%	4%	7%	-8%
O=S(=O)(Nc1ccc2ccccc2n1)c1ccccc1	-1	-2.9	6%	-1%	-6%	-7%	22%	-1%
CCOc1ccc(Br)cc1S(=O)(=O)Nc1cccc(S(=O)(=O)Nc2ccccc2C(=O)O)c1	?	-0.4	27%	?	5%	-1%	?	-9%
CC(C)(C)C(=O)/C(=C/c1ccncc1)n1cncn1	7	-2.8	-5%	-27%	12%	-11%	10%	-25%
COc1cccc(C(=O)OCC(=O)N2CCC(Cc3ccccc3)CC2)c1OC	0	1.3	?	-2%	2%	2%	-13%	1%
Cn1cc(Cl)c(C(=O)OCC(=O)Nc2nc(-c3ccc(Br)cc3)cs2)n1	-6	0.8	19%	-4%	6%	-8%	-4%	-7%
COc1ccc(S(=O)(=O)NCCc2c[nH]c3ccc(Cl)cc23)cc1	-1	1.7	8%	-1%	6%	-10%	-31%	8%
CN(C)S(=O)(=O)c1cccc(C(=O)NC2CCCc3ccccc32)c1 (stereo not given)	-5	-0.5	-2%	4%	4%	-7%	-10%	21%
COc1cccc2c1cc1c(=O)n(CC(=O)NCCCN3CCN(C)CC3)nc(C)n12	-3	1.9	-9%&17%	-7%	7%	-3%	-8%	5%&-12%
CC(C)Nc1nnc(SCc2cc(=O)n3ccsc3n2)s1	-25	1.2	17%	-14%	6%	-7%	-17%	-9%
O=C(NC(c1ccccc1)c1cnccn1)C1CCN(CCCOc2ccccc2)CC1 (stereo not given)	9	-0.6	-10%	-8%	13%	0%	8%	6%
CC1CCN(c2c(NCc3ccc(C(=O)N(C)C4CCCCC4)cc3)c(=O)c2=O)CC1	-9	-0.5	-10%	-6%	-1%	3%	-14%	2%
Cc1ccccc1OCCCC(=O)Nc1nccs1	/	-1.4	1%	-8%	3%	0%	4%	25%
COc1ccc(NC(=O)c2cccc(OS(=O)(=O)N(C)C)c2)cc1	-9	-3.2	5%	-2%	4%	0%	5%	13%
COc1ccccc1NC(=O)c1nn(-c2cccc(C(F)(F)F)c2)ccc1=O	3	0.5	-10%	-8%	1%	-26%	-5%	22%
CSc1ncccc1C(=O)NCCc1ccc(S(N)(=O)=O)cc1	-1	2.3	14%	-10%	7%	10%	13%	0%
COc1ccc(-c2csc3ncnc(Oc4ccc5c(C)cc(=O)oc5c4)c23)cc1	0	0.7	/	-7%	-3%	-2%	4%	7%
Cc1ccc(NC(=O)CN2CCCCCC2)cc1[N+](=O)[O-]	-9	-0.3	17%	-4%	1%	0%	-5%	-8%
Cc1ccc(C)c(NC(=O)CCN2CCN(C)CC2)c1	4	0.0	-5%	-9%	13%	-27%	2%	-9%
Cc1ccc(S(=O)(=O)NCCC(=O)OCC(=O)NCCc2ccccc2)cc1C	-3	-0.3	12%	-8%	1%	10%	5%	14%
CC1(C)NC(=O)N(CC(=O)Nc2cc(C(F)(F)F)cc(C(F)(F)F)c2)C1=O	2	-2.7	1%	-7%	-12%	0%	1%	11%
O=[N+]([O-])c1nccn1C1C=CC(O)C(CO)O1 (stereo not given)	3	0.8	-15%	/	22%[76.9 µM]	-9%[57.1 µM]	13%	/
Cc1ccc(C2=CC(=O)C[C@H](c3ccc(Cl)cc3)C2)cc1	0	-2.6	15%	-9%	-3%	-18%	-7%	7%
CN(c1ccccc1)S(=O)(=O)c1cccc(NC(=O)CN2CCCc3ccccc32)c1	5	-0.8	30%	6%	11%	3%	-2%	-7%
CC1(C(=O)NS(=O)(=O)Cc2cccc(Cl)c2)CCN1C(=O)C/C=C/c1ccccc1 (stereo not given)	0	0.7	19%	-3%	4%	-9%	-17%	1%
O=C(COc1ccccc1F)NCC(c1ccco1)N1CCCC1 (stereo not given)	-11	-0.2	1%	2%	3%	-4%	-8%	2%
Cc1cc(NC(=O)CN(C)S(=O)(=O)c2cnc[nH]2)ccc1Br	3	-4.4	23%	4%	0%	-2%	-5%	1%
CC(=O)Nc1ccc(C2(c3ccc(NC(C)=O)cc3)C(=O)Nc3ccccc32)cc1	-2	-1.9	21%	4%	0%	0%	6%	-15%
O=C(COC(=O)CCCC1=NS(=O)(=O)c2ccccc2N1)Nc1ccc(Br)cc1	3	1.7	-15%&12%	?	7%	-5%	-22%	2%&-5%
O=C(/C=C/Nc1ccc(Br)cc1F)c1ccco1	-13	0.8	14%	-20%	-6%	-7%	11%	-18%
CCOC(=O)[C@H]1[C@H]2COc3cc(OC)ccc3[C@@H]2N2C(=O)CN(CCc3c[nH]c4ccccc34)C(=O)[C@@]12C	2	0.3	?	54%[activator]	1%	-2%	-4%	2%
CCOc1ccccc1CNn1nnnc1N	-1	-0.6	7%	-2%	0%	7%	-8%	-4%
O=C(COc1ccccc1F)Nc1ccc(N2CCOCC2)cc1N1CCOCC1	1	0.9	1%	4%	-9%	7%	0%	6%
Cc1ccc(S(=O)(=O)NC2=NCN(C3CCCCC3)CN2)cc1	-1	-1.7	12%	-4%	7%	2%	0%	0%
CCN(CC)CCCn1c2c(c(SCC(=O)N3CCc4ccccc43)nc1=O)CCC2	0	-0.8	10%	-1%	3%	0%	11%	-8%
COc1ccc(OCCN2CCC(C(=O)NC(c3ccc(F)cc3)c3ccc4ccccc4n3)CC2)cc1 (stereo not given)	-1	-0.6	10%	6%	-4%	-3%	-10%	-1%
CCN(CC(=O)Nc1c(F)cccc1F)C(=O)CCN1C(=O)C2CC=CCC2C1=O (stereo not given)	0	0.7	12%	-1%	8%	0%	-5%	-9%
CCOC(=O)N1CCN(S(=O)(=O)c2cccc3ccc(C)nc23)CC1	/	-2.7	28%	-8%	5%	4%	9%	-4%
CCOc1ccc(NC(=O)CN(c2ccc(OC)cc2)S(=O)(=O)c2cccs2)cc1	-2	-0.5	22%	-12%	2%	0%	6%	3%

In a second layout: 2 of the compounds above
O=C(N/N=C/c1ccccn1)c1ccc(NC(=O)c2cccc([N+](=O)[O-])c2)cc1
  PI5P4K alpha inh = 2
  IL-2 act = -0.7
  FUS suppressor = 24%
  PLK1 PBD inh = -16%
  EPAC1 ag = 0%
  WRN inhibitor = 5%[57.1 µM]
  EPAC1 antagonist = -11%
  Abeta yeast res = -7%

COC(=O)c1ccc(CN2C(=O)NC3(CCC(C)CC3)C2=O)cc1 (stereo not given)
  PI5P4K alpha inh = -4
  IL-2 act = -3.2
  FUS suppressor = 6%
  PLK1 PBD inh = -22%
  EPAC1 ag = 1%
  WRN inhibitor = 7%
  EPAC1 antagonist = -1%
  Abeta yeast res = -7%

Source: PubChem
